TRPC4 block = inhibitors of mouse TRPC4 channel, primary screen, Fluo4 calcium, HEK293 TRPC4beta/mu-opioid cells; Short transient receptor potential channel 4 (Mus musculus), Q9QUQ5; DAMGO-evoked Fluo4 calcium flux; active compounds read low; B-score at 10 µM; 0.39% of 300,000 active; AID 2247, 2010;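 active means B-score over 3 SD under the library average, no early fluorescence shift, positive overall ratio signal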
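Assay system: Stable TRPC4beta/mu-opioid receptor HEK293 cells | Reagent: DAMGO in two steps, submaximal then maximal | Compound dosing: Single concentration per test compound | Signal: Fluo4 Ca2+ flux fluorescence | Evaluation: Per-well B score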
HIF activator = HIF pathway transcriptional activators, primary screen, cell-based, U2OS HRE-luciferase, luminescence; AID 1910, 2009; activation, % at 7.5 µM (by protocol); 0.32% of 300,000 active; U2OS HRE-luciferase reporter; normalized: DMSO 0%, desferrioxamine 100%;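 active means mean activation of at least 10% of the iron chelator positive control signal, with at least half of replicates also reaching 10%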
PolyA inhibitor = polyadenylation inhibitors in yeast reporter cells, primary screen, luminescence, S. cerevisiae; S. cerevisiae SKY197-pL101 polyadenylation reporter, beta-gal luminescence; efflux-impaired pdr1/pdr3 knockout yeast; score 100 = 6 SD above DMSO; calls only at 12 µM; 0.02% of 300,000 active;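 active means lowest replicate activity score at least 50, where 100 means six control SD above control mean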;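 further: yeast exposed to compound for 9 h at 30 °C; higher score means more reporter readthrough which indicates perturbed polyadenylation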
MrgX1 antag = antagonists of human MrgX1 receptor, primary screen, HEK293 cells, Fluo-4 calcium flux. Mas-related G-protein coupled receptor member X1 (Homo sapiens), Q96LB2. BAM8-22 antagonism; active compounds read low. B-score at 10 µM. 1.3% of 310,000 active;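 active means calcium-response B-score plate-corrected more than 3 library SD below zero, starting fluorescence within 5 deviations, no agonist response on first addition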;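 further: peak minus trough fluorescence over baseline after final BAM8-22 challenge near maximal dose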
Target sequence (Q96LB2 whole entry, looked up): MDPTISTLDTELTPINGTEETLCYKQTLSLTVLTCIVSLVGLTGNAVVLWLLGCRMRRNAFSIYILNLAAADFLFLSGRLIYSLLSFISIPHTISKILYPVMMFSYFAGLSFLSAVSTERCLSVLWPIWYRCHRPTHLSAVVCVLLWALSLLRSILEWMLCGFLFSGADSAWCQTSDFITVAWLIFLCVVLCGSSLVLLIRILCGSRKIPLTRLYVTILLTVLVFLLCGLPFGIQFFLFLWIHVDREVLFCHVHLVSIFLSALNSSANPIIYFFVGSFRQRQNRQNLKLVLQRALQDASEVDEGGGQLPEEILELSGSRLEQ
TRPC4 act = activators of mouse TRPC4 channel, primary screen, Fluo4 calcium, HEK293 TRPC4beta/mu-opioid cells; B-score at 10 µM; Fluo4 calcium fluorescence; active compounds read high; Short transient receptor potential channel 4 (Mus musculus), Q9QUQ5; 0.49% of 310,000 active;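 active means B-score above 5 SD of library B-scores, and initial fluorescence ratio not above library mean plus 5 SD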;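 further: positive B-score marks a calcium rise read as TRPC4 activation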
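Technique: kinetic Fluo4 calcium fluorescence; Test system: TRPC4beta and mu-opioid receptor HEK293 stable cells; Measure: B-scored integrated calcium fluorescence ratio; Benchmarks: low control buffer alone, high control maximal DAMGO; Schedule: 45 min room-temperature Fluo4 loading, 110 s read.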
MrgX1 ag = agonists of human MrgX1 receptor, primary screen, HEK293 cells, Fluo-4 calcium flux; Mas-related G-protein coupled receptor member X1 (Homo sapiens), Q96LB2; Fluo-4 calcium fluorescence, agonist mode; active compounds read high; B-score at 10 µM; 0.44% of 310,000 active; AID 588627, 2011;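 active means calcium response B-score plate-corrected fluorescence ratio at least 3 library SD, with starting fluorescence B-score inside 5 SD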
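Material: MrgX1-expressing HEK293 cells; input: 15,000 cells per well; doses: test compound given as first of three sequential additions; schedule: overnight plating before 1 h dye loading; technique: Fluo-4 NW calcium-flux fluorescence, kinetic read; evaluation: baseline-normalised fluorescence change ratio, B-scored; control set: plate-wise positive and negative controls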
TRPC6 inh = mouse TRPC6 channel inhibitors, primary screen, cell-based, HEK293, membrane potential dye; 1.1% of 310,000 active; ACh-evoked depolarization; active compounds read low; B-score at 10 µM; Short transient receptor potential channel 6 (Mus musculus), Q61143;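 active means B-score under library mean minus 3 SD, initial fluorescence not abnormally high, positive integrated signal ratio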;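 further: B-score derived from integrated fluorescence ratio over the kinetic read; more negative B-score means stronger inhibition of depolarization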
MrgX1 allo act = positive allosteric modulators of MrgX1, primary screen, HEK293 cells, Fluo-4 calcium flux; Mas-related G-protein coupled receptor member X1 (Homo sapiens), Q96LB2; FDSS; active compounds read high; B-score at 10 µM; 0.63% of 310,000 active; AID 588675, 2011;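 active means plate-corrected calcium response at least 3 library SD above typical, normal starting fluorescence, not activating the receptor alone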;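 further: compound read alongside a low EC10 to EC30 dose of BAM8-22 agonist; peak minus trough fluorescence over baseline measured at the second addition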
TRPC6 act = mouse TRPC6 channel activators, primary screen, cell-based, HEK293, membrane potential dye; Short transient receptor potential channel 6 (Mus musculus), Q61143; HEK293-TRPC6 membrane potential dye fluorescence; active compounds read high; B-score at 10 µM; 0.13% of 310,000 active;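 active means B-score of the integrated fluorescence ratio above library mean plus 3 SD, and starting fluorescence ratio within library mean plus 5 SD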;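 further: higher score means more depolarization so channel activation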
AI-2 QS modul = Vibrio harveyi AI-2 quorum sensing modulators, primary screen, JMH597 strain, luminescence/OD600 ratio; Vibrio harveyi JMH597 AI-2 luminescence/OD600 ratio, 9 h; active compounds read low; strain lacks LuxN and CqsS sensors; 0 = neutral-control median; activity change, % at 7.5 µM; 0.4% of 300,000 active; AID 2094, 2009; in the data active means activity change below about -75%, passing the limit was not always enough;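 further: luminescence divided by OD600 gain over 9 h not by final OD600 alone; inactives centre near 13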
TRPC4 potent = positive allosteric modulators of TRPC4, primary screen, cell-based, mouse TRPC4beta, HEK293 mu-opioid, Fluo-4 calcium; B-score at 10 µM; Short transient receptor potential channel 4 (Mus musculus), Q9QUQ5; 0.42% of 310,000 active; DAMGO EC20, Fluo-4 Ca2+ flux; active compounds read high; AID 2227, 2009;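 active means B-score of calcium response area above 5 SD of library B-scores, with initial fluorescence ratio within 5 SD of library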;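 further: B-score of integrated fluorescence ratio over time as area under calcium response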
An asterisk follows results filed as active; i = inactive; / = no result given. This is a subset. The share of hits here may be higher or lower than overall.

SMILES	TRPC4 act	MrgX1 allo act	TRPC6 act	TRPC6 inh	AI-2 QS modul	HIF activator	TRPC4 potent	MrgX1 ag	PolyA inhibitor	TRPC4 block	MrgX1 antag
O=S(=O)(c1ccc(F)cc1)n1ccc(-c2cccc(OCc3c(F)cccc3Cl)c2)n1	i	i	i	i	20	-0.9	i	i	i	i	i
CCOc1nc(CC)nc(NC(=O)NS(=O)(=O)c2ccccc2Cl)n1	i	i	i	i	8	-0.1	i	i	i	i	i
O=C(c1ccc([N+](=O)[O-])s1)N1CCCc2ccccc21	i	i	i	i	56	-0.6	i	i	i	i	i
Cc1cc(C)cc(C(=O)Oc2cc(C)[nH]c(=O)c2[N+](=O)[O-])c1	i	i	i	i	19	-0.5	i	i	i	i	i
CCC(=O)N1N=C(c2cccs2)CC1c1ccco1 (stereo unspecified)	i	i	i	i	28	0.0	i	i	i	i	i
O=C(CCNC(=O)c1ccc(Br)cc1)NNC(=O)C1COc2ccccc2O1 (stereo unspecified)	i	i	i	i	26	-0.3	i	i	i	i	i
COc1ccc(-c2nc3ccc(C)cc3c(=O)o2)cc1OC	i	i	i	i	-7	-0.1	i	i	i	i	i
Cc1ccc(C(=O)NCC(=O)Nc2ccccc2C(F)(F)F)cc1	i	i	i	i	-4	-0.9	i	i	i	i	i
O=C1Nc2ccccc2C1=Nc1cccc(Cl)c1	i	i	i	i	22	0.2	i	51*	i	i	i
Cc1sc2ncnc(NCCN3CCOCC3)c2c1C	i	i	i	i	22	-0.8	i	i	i	i	i
CC1(C)C2CCC1(C)C(OC(=O)C[n+]1ccccc1)C2 (stereo unspecified)	i	i	i	i	-4	0.7	i	i	i	i	i
Cc1ccc(NC(=O)CSc2n[nH]c(-c3ccco3)n2)c(C)c1	i	i	i	i	16	-0.5	i	i	i	i	i
COC(=O)C1=C(CSc2nc3c(cc2C#N)CN(C)CC3)OC(N)=C(C#N)C1c1ccccc1F (stereo unspecified)	i	i	i	i	19	-0.1	i	42*	i	i	i
O=C1CSC(c2cccnc2)N1Cc1ccc(Cl)cc1Cl (stereo unspecified)	i	i	i	i	4	-0.3	i	i	i	i	i
CCCNc1c(N)c(=O)oc2ccccc12	i	i	i	i	7	/	i	i	i	i	i
O=C(COC(=O)c1ccccn1)Nc1cccc(Cl)c1Cl	i	i	i	i	5	-0.2	i	i	i	i	i
CC(=O)c1c(C)[nH]c(C(=O)OCC(=O)N2CCc3ccccc32)c1C	i	i	i	i	32	-25	i	i	i	i	i
O=C(/C=C/c1cccc(Cl)c1)Nn1c(-c2cccs2)nc2ccccc2c1=O	i	i	i	i	10	-0.2	i	i	i	i	i
CCOC(=O)c1ccc(NC(=O)N2CCN(C(=O)c3ccco3)CC2)cc1	i	i	i	i	11	-0.1	i	i	i	i	i
COC(=O)C1CCN(S(=O)(=O)c2c(C)n(C)c(=O)n(C)c2=O)CC1	i	i	i	i	31	0.1	i	i	/	i	i
CC(C)(C)N(Cc1ccccc1)C(=O)COc1cccnc1[N+](=O)[O-]	i	i	i	i	2	0.5	i	i	i	i	i
N#Cc1ccc(NC(=S)NCCN2CCOCC2)cc1	i	i	i	i	23	0.7	i	i	i	i	i
COc1cccc(OCc2nn[nH]n2)c1	i	i	i	i	12	0.2	i	i	i	i	i
CC(=O)N/N=C(\C)CC(=O)Nc1ccc2c(c1)OCCO2	i	i	i	i	4	1.7	i	i	i	i	i
Cc1occc1-c1nnc(SCC(=O)Nc2ccccc2N2CCCCC2)n1C	i	i	i	i	16	0.7	i	i	i	i	i
O=C(Cn1cnc2ccccc2c1=O)Nc1ccc2c(c1)CCC2	i	i	i	i	-83*	-0.2	i	i	i	i	i
Cc1ccc(-c2csc(NC(CO)c3nc4ccccc4n3CCOCCO)n2)cc1 (stereo unspecified)	i	i	i	i	5	0.4	i	i	i	i	i
COc1ccccc1Nc1nc(N)nc(CSc2nccc(C)n2)n1	i	i	i	i	6	-0.6	i	i	i	i	i
COc1cc(/C=N/NC(=O)c2cc(C3CC3)[nH]n2)ccc1O	i	i	i	i	26	-0.3	i	i	i	i	i
Cc1ccc(S(=O)(=O)Nc2c(C)ccc3nsnc23)cc1	i	i	i	i	13	-1.2	i	i	i	i	i
O=C(NNC(=O)C1CCC1)c1ccc(Br)cc1	i	i	i	i	13	-0.1	i	i	i	i	i
CCc1nc(SCc2ccc(F)cc2)n[nH]1	i	i	i	i	15	1.8	i	i	i	i	i
CC1CCCCN1S(=O)(=O)CCNC(=O)c1ccccc1 (stereo unspecified)	i	i	i	i	20	0.0	i	i	i	i	i
S=c1[nH]nc(-c2ccc3ccccc3n2)n1-c1ccc2ncccc2c1	i	i	i	i	18	0.0	i	i	i	i	i
Cc1c(/N=C(\[O-])Nc2ccc(Br)cc2)sn[n+]1C	i	i	i	i	37	0.2	i	i	i	i	i
CN(C)/C=C(\C#N)C(=O)N/N=C/c1ccc(Cl)cc1	i	i	i	i	17	0.3	i	i	i	i	i

Quoted at random: 2 compounds from above, in no set order.
SMILES	TRPC4 act	MrgX1 allo act	TRPC6 act	TRPC6 inh	AI-2 QS modul	HIF activator	TRPC4 potent	MrgX1 ag	PolyA inhibitor	TRPC4 block	MrgX1 antag
Cc1ccc(NC(=O)CSc2n[nH]c(-c3ccco3)n2)c(C)c1	i	i	i	i	16	-0.5	i	i	i	i	i
CC1CCCCN1S(=O)(=O)CCNC(=O)c1ccccc1 (stereo unspecified)	i	i	i	i	20	0.0	i	i	i	i	i

Carrying on.
SMILES	TRPC4 act	MrgX1 allo act	TRPC6 act	TRPC6 inh	AI-2 QS modul	HIF activator	TRPC4 potent	MrgX1 ag	PolyA inhibitor	TRPC4 block	MrgX1 antag
CCOC(=O)c1ccc(NC(=O)c2cc(S(=O)(=O)N3CCOCC3)ccc2O)cc1	i	i	i	i	42	-0.4	i	i	i	i	i
O=C(Nc1ccccc1Cl)c1cccc(COc2cc(Cl)ccc2Cl)c1	i	i	i	i	8	2.6	i	i	i	i	i
CCN1CCN(Cc2cc(=O)oc3ccc(Cl)cc23)CC1	i	i	i	i	17	-0.6	i	i	i	i	i
O=S(=O)(c1cc(Cl)ccc1Cl)N1CCN(c2ccccn2)CC1	i	i	i	i	7	-0.1	i	i	/	i	i
CCN(C(=O)COC(=O)c1ccc(COc2ccc3c(C)cc(=O)oc3c2)cc1)C1CCS(=O)(=O)C1 (stereo unspecified)	i	i	i	i	30	0.6	i	i	i	i	i
Cc1ccc(NC(=O)CN(C)C(=O)COc2c(Cl)cc(Cl)c3ccc(C)nc23)cc1	i	i	i	i	12	-0.2	i	i	i	i	i
COC(=O)CN1C(=O)[C@@H]2[C@H](C1=O)[C@@H]1CC(C(=O)OC)=C[C@@H](C(=O)OC)[C@@H]3C1=C(C(=O)[C@]3(C)NC(=O)c1ccccc1)[C@@H]2C	i	i	i	i	13	-1.2	i	i	i	i	i
CCOC(=O)c1cc(NC(=O)CN2CCCC2)cc(C(=O)OCC)c1	i	i	i	i	14	-0.1	i	i	i	i	i
C=CC(=O)NN(C)c1ncc(C(F)(F)F)cc1Cl	i	i	i	i	-17	0.7	i	i	i	i	i
CC(C)CCNC(=O)C1CCC(CNc2c(N3CCC(C)CC3)c(=O)c2=O)CC1 (stereo unspecified)	i	i	i	i	11	-0.2	i	i	i	i	i
CC(C)c1nnc(NC(=O)CCC(=O)NCc2ccc3c(c2)OCO3)s1	i	i	i	i	7	-0.3	i	i	i	i	i
O=C(CSc1cccc[n+]1[O-])Nc1cc(S(=O)(=O)N2CCOCC2)ccc1Cl	i	i	i	i	29	0.2	i	i	i	i	i
CCn1nc(C)c(NC(=O)CCSc2nc(-c3ccco3)cc(C(F)(F)F)n2)c1C	i	i	i	i	13	-0.3	i	i	i	i	i
CCC(=O)Nc1nnc(SCC(=O)Nc2ccc3c(c2)OCO3)s1	i	i	i	i	10	0.1	i	i	i	i	i
CCn1c(CNC(=O)c2ccco2)nnc1SCC(=O)Nc1cccc(F)c1	i	i	i	i	3	-0.1	i	i	i	i	i
COc1ccc(-n2c(=O)c3ccccc3n(CC(=O)Nc3ccccc3OC)c2=O)cc1	i	i	i	i	5	0.6	i	i	i	i	i
N#C/C(=C/c1ccc(O)c(O)c1)C(=O)NCc1ccc(Cl)cc1	i	13*	i	i	-27	-6.8	i	i	i	i	i
COc1ccc(C2=NN(C(=O)CCC(=O)O)C(c3ccc(OC)cc3)C2)cc1 (stereo unspecified)	i	i	i	i	4	-6.3	i	i	i	i	i
Cc1cc2[nH]c(=O)c3ccccc3n2n1	i	i	i	i	16	-1.0	i	i	i	i	i
COC(=O)c1ccc(NC(=O)COC(=O)CSc2nc(C)cc(C)n2)cc1	i	i	i	i	16	/	i	i	i	i	i
CCc1nnc(NC(=O)CSCc2cc(=O)n3cc(C)sc3n2)s1	i	i	i	i	28	0.4	i	i	i	i	i
CN(C(=O)CSc1nc2cc(Cl)ccc2c(=O)n1Cc1ccco1)C1CCS(=O)(=O)C1 (stereo unspecified)	i	i	i	i	9	-0.5	i	i	i	i	i
COc1ccc(-c2noc(CSc3nc4ccccc4c(=O)n3-c3ccccc3)n2)cc1OC	i	i	i	i	2	-0.3	i	i	i	i	i
COCCN1Cc2cccc(C(=O)NCCCN3CCCC3=O)c2C1=O	i	i	i	i	33	-0.1	i	i	i	i	i

Compound activity deposited in PubChem by several laboratories.
